Assay outcomes as filed in PubChem BioAssay.
ALOX12 inhib = 12-hLO (ALOX12) enzyme inhibition; Potency, µM (series often up to 57.1 µM), for the others: top-dose activity change, negative = inhibition, actives largely listed as inhibitors; 150,000 compounds, 0.12% hits; purified 12-hLO, xylenol orange hydroperoxide absorbance; note: potency is the fitted concentration of half-maximal effect; nearly all actives have a fitted effect of over 55% in size; many of its hits are not listed in these tables
Target sequence (P18054 whole entry, looked up): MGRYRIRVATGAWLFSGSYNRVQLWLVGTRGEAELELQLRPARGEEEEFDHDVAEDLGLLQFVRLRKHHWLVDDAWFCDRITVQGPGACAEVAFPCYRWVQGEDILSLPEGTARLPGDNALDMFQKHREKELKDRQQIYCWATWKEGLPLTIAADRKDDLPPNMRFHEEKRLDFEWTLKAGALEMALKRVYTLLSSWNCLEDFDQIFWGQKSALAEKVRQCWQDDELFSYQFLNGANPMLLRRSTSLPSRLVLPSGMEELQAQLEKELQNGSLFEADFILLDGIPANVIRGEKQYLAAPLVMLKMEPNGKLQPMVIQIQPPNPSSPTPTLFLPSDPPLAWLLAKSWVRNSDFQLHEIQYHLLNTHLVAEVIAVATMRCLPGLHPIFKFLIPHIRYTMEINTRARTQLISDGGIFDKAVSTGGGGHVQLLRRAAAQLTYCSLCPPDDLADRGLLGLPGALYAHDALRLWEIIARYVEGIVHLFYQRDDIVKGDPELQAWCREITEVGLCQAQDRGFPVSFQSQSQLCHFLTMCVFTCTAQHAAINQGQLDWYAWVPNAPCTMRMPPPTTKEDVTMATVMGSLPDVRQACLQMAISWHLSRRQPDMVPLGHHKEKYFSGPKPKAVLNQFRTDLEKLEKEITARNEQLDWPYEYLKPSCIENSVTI
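Hydroperoxide output read as Fe(III)-xylenol orange absorbance, 573-to-405 nm ratio, after 30 min reaction with 40 uM arachidonic acid. Enzyme: 150 nM purified human 12hLO, 15 min compound preincubation; 25 mM Hepes pH 7.0, room temperature.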
15-hLO-2 inh = inhibitors of human 15-lipoxygenase 2 (ALOX15B); O15296; purified 15hLO-2, xylenol orange hydroperoxide absorbance; Potency, µM (series often up to 57.1 µM), for inactives: top-dose activity change, negative = inhibition, hits mostly inhibitors; 110,000 compounds, 0.56% hits; note: potency is the fitted concentration of half-maximal effect; nearly all actives have a fitted effect of over 60% in size; many of its hits are not listed in these tables
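Purified human 15hLO-2 (50 nM) preincubated 15 min with compound, then 45 uM arachidonic acid for 90 min at RT in 25 mM Hepes pH 7.5, 0.01% Triton X-100. Hydroperoxide detected by Fe-xylenol orange; 573/405 nm absorbance ratio.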
IMPase inh = cell-permeable inhibitors of inositol monophosphatase (IMPase) | P97697 | CHO-M1 cells, IP1 accumulation, HTRF TR-FRET ratio | AID 901 | inhibition (IP1 accumulation), % at 46.1 µM | 120,000 tested, under 10 active; active = well fitted curve in the direction sought with a large enough effect in the signal ratio, not every such curve was filed as active; inconclusive = small, poorly fitted or top-dose-only effect, or a change in a side signal; inactive = no such curve, though single readings can be large or run the other way; the % refers to the signal ratio;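 note: cells stimulated with carbachol in lithium chloride buffer; plate controls were DMSO basal wells for no effect and reference inhibitor wells for full effect; higher means more IMPase inhibition seen as more IP1 and lower FRET ratio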
Target sequence (P97697 whole entry, looked up): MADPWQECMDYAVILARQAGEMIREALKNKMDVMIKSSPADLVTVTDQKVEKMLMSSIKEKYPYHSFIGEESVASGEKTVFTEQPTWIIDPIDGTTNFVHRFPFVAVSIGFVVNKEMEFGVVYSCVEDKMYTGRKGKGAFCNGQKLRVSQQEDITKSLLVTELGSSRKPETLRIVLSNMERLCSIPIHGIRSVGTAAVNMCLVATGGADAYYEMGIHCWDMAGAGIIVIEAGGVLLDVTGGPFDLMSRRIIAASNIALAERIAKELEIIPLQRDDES
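Measured: the HTRF emission ratio (665/620 nm) plus the 620 nm donor channel, each fitted to the Hill equation to give AC50. Cells were CHO-M1 given compounds up to 46 uM and a 30 min carbachol stimulation at 37C.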
PNC assembly inh = perinucleolar compartment assembly inhibition | PC3M PTB-GFP, PNC prevalence imaging, 16 h; active compounds read low | activity change (PNC), negative = inhibition, % at 10 µM | 140,000 compounds, 3.1% hits;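 active = readout at or below -70, meaning at least 70% loss of cells showing the perinucleolar compartment, a nuclear body marking cancer cells; inconclusive = readout between -30 and a set limit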;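 note: plate controls were DMSO wells for no effect and camptothecin positive control wells for full effect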
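Read-out is percentage of cells bearing a perinucleolar compartment, from automated 20x imaging of fixed, Hoechst-stained PC3M PTB-GFP cells. Cells were seeded 4 h, then exposed 16 h to compound (23 nl of library stock) in duplicate plates.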
Active calls of the source: *; ? = inconclusive; / = not tested or not shown; [ ] = another dose, or the depositor's remark. Unless noted, calls come from the whole dose curve; as a rule, active = well fitted curve in the direction sought with a large enough effect; inconclusive = small, poorly fitted or top-dose-only effect, or another doubt; inactive = no such curve, though single readings can be large; an effect the other way counts as inactive or inconclusive. Unless noted, % is set by controls: 0 for no effect and ±100 for the full control effect. This is a subset; rates above refer to the full screens.

canonical_smiles,ALOX12 inhib,15-hLO-2 inh,IMPase inh,PNC assembly inh
Nn1c(SCC(=O)Nc2ccc(F)cc2F)nnc1C1CCCCC1,-11%,6%,-5,14
CCOCCn1cnc2sc(C(=O)NCC(=O)OCC)c(C)c2c1=O,2%,/,11,-19
O=C(O)Cn1nc(C(F)(F)F)c2c1CCC2,8%,-8%,-4,-3
CCO/N=C(\C)c1c(O)c2ccccc2n(C)c1=O,-4%,/,/,20
CCOc1ccc(-c2cnc(SCC(N)=O)nc2N)cc1,-1%,26%[2.29 µM],-2,?
Cc1ccn2c(C(=O)CSc3ccccc3Cl)c(C)nc2c1,3%,5%[11.4 µM],-6[1.84 µM],36
CN(Cc1ccccc1)c1nc2c(c(=O)n(C)c(=O)n2C)n1CCSc1ncccn1,0%,-4%,8,-5
COc1cc2c(cc1O)CCC1C2CC[C@@]2(C)C1CC[C@@H]2O (stereo not given in full),-1%,-1%,-4,/
COC(=O)CN1C(=O)C2(C(C#N)=C(N)Oc3c2c(C)nn3-c2ccccc2)c2ccccc21 (stereo not given),-3%,/,-7,289
CCc1ccc(C(=O)CSc2nc3cc(S(=O)(=O)N4CCOCC4)ccc3n2CC)cc1,1%,/,14,?
O=C(COc1ccc(S(=O)(=O)NC2CCCCC2)cc1)Nc1ccc2c(c1)OCCO2,-4%,-6%,18,49
O=c1cccccc1NCc1ccccc1,-8%,-18%,2,?
Cc1cccc(N2CC34C=CC(O3)C(C(=O)O)C4C2=O)c1 (stereo not given),-6%,-13%,-14,8
CCOC(=O)c1[nH]c(C)c(C(=O)OC(C)C(=O)Nc2ncc(Cl)cc2Cl)c1C (stereo not given),-3%,-21%,2,18
COc1cc(CCC(=O)OCc2nnc(-c3ccccc3)o2)cc(OC)c1OC,-4%,2%,-7,27
COC(=O)C1NN=C(C(=O)c2ccc(Cl)cc2)C1c1ccc(OC)cc1 (stereo not given),-4%,/,/,2
CCOc1ccc(-c2nn3c(-c4ccccc4)nnc3s2)cc1,3%,5%,6,?
S=C(NCC1CCCO1)n1nnc2ccccc21 (stereo not given),1%,8%,2,64
Cc1sc(NC(=O)c2ccco2)nc1-c1ccc2c(c1)CC(C)N2C(=O)C1CC1 (stereo not given),-4%,2%,7,11
O=C(NC1CCCCCC1)C1CCCN1S(=O)(=O)c1cccc2cccnc12 (stereo not given),-4%,-6%,-2,-9
Nc1cc(=O)[nH]c(SCc2csc(-c3ccccc3)n2)n1,-1%,/,/,3
COc1ccc(CC(=O)Nc2nncs2)cc1OC,0%,-4%,4,-4
O=C(c1cc2ccccc2o1)c1cccs1,-1%,-5%,-11,-7
Cc1cc(Nc2ccccc2)n(CCO)n1,6%,-2%,-3,31
Cc1noc(C)c1C(=O)N1CCC2(CC1)CN(C(=O)Nc1cccc(F)c1)C2,0%,2%,/,/
CCC1CCCCN1CCCNC(=O)CC1Oc2ccccc2NC1=O (stereo not given),0%,2%,7,-14
CCCCOc1nc(N)nc(-c2ccccc2)n1,1%,3%,7,-19
CCCCCOC(=O)c1c(N)n(CCOC)c2nc3ccccc3nc12,-5%,-15%,2,64
CCC1Oc2ccccc2N(CC(=O)NCCN2CCc3ccccc3C2)C1=O (stereo not given),2%,4%,0,-13
CC(=O)c1nc(N2C(=O)CC(Cc3ccccc3)C2=O)sc1C (stereo not given),-5%,/,/,14

An excerpt of these results, field by field:
COC(=O)CN1C(=O)C2(C(C#N)=C(N)Oc3c2c(C)nn3-c2ccccc2)c2ccccc21 (stereo not given)
  ALOX12 inhib = -3%; 15-hLO-2 inh = /; IMPase inh = -7; PNC assembly inh = 289

CCc1ccc(C(=O)CSc2nc3cc(S(=O)(=O)N4CCOCC4)ccc3n2CC)cc1
  ALOX12 inhib = 1%; 15-hLO-2 inh = /; IMPase inh = 14; PNC assembly inh = ?

O=C(NC1CCCCCC1)C1CCCN1S(=O)(=O)c1cccc2cccnc12 (stereo not given)
  ALOX12 inhib = -4%; 15-hLO-2 inh = -6%; IMPase inh = -2; PNC assembly inh = -9

CN(Cc1ccccc1)c1nc2c(c(=O)n(C)c(=O)n2C)n1CCSc1ncccn1
  ALOX12 inhib = 0%; 15-hLO-2 inh = -4%; IMPase inh = 8; PNC assembly inh = -5

The listing picks up, starting 7 compounds before the break.
canonical_smiles,ALOX12 inhib,15-hLO-2 inh,IMPase inh,PNC assembly inh
Cc1cc(Nc2ccccc2)n(CCO)n1,6%,-2%,-3,31
Cc1noc(C)c1C(=O)N1CCC2(CC1)CN(C(=O)Nc1cccc(F)c1)C2,0%,2%,/,/
CCC1CCCCN1CCCNC(=O)CC1Oc2ccccc2NC1=O (stereo not given),0%,2%,7,-14
CCCCOc1nc(N)nc(-c2ccccc2)n1,1%,3%,7,-19
CCCCCOC(=O)c1c(N)n(CCOC)c2nc3ccccc3nc12,-5%,-15%,2,64
CCC1Oc2ccccc2N(CC(=O)NCCN2CCc3ccccc3C2)C1=O (stereo not given),2%,4%,0,-13
CC(=O)c1nc(N2C(=O)CC(Cc3ccccc3)C2=O)sc1C (stereo not given),-5%,/,/,14
CCOCCCNC(=S)NCCc1ccccc1,0%,/,/,14
O=P(c1ccccc1)(c1ccccc1)N(c1ccccc1)c1ccccc1,3%,/,/,41
COC(=O)c1cccnc1N1CCN(c2ccccc2F)CC1,4%,6%[11.4 µM],4[1.84 µM],?
O=C(c1cccc(-c2nnc(-c3ccccc3)o2)c1)N1CCCCCC1,4%,5%,3,?
CC(CCc1ccccc1)NC(=O)CSc1nc(N)cc(N)n1 (stereo not given),1%,8%,-5,-9
COc1ccccc1-n1nnnc1SCC(=O)NC1CCCC1,4%,-1%,?,-25
N#Cc1cccc(NC(=O)CCC2CCCC2)c1,-12%,-14%,-4,-7
COc1cc(NC(=O)N2CCOCC2)cc(OC)c1,-3%,-10%,-4,29
c1ccc(-c2oc3ncnc(NCCN4CCOCC4)c3c2-c2ccccc2)cc1,8%,26%,15,35
CCOC(=O)C1CCN(Cc2ccc(OC)cc2OC)CC1,-5%,-1%,13,172
O=C(c1ccc([N+](=O)[O-])cc1)N1CCN(Cc2ccccc2)CC1,-3%,/,10,-12
CCOc1ccccc1C(=O)NCC(=O)OCC(=O)NCCc1ccc(S(N)(=O)=O)cc1,6%,-3%,0,10
Cc1ccc(C)c(NS(=O)(=O)c2cc(C(=O)NCCC3=CCCCC3)ccc2C)c1,-2%,-3%,-8,?
Cc1oc(C)c2c(=O)ccc3c(c12)OC(N)=C(C#N)C3c1ccccc1 (stereo not given),-4%,-7%[11.4 µM],8[1.84 µM],26
CCN1CCc2c(sc(NC(=O)Nc3ccc(Cl)c(Cl)c3)c2C(N)=O)C1,-7%,/,/,-118*
COc1ccc(NCc2ccc(OC)c(OC)c2)cc1,-14%,-1%,8,-12
Cc1cc(C)nc(N2CCCC(C(=O)Nc3nnc(C)s3)C2)n1 (stereo not given),1%,-3%,-2,2
CCOC(=O)c1c(C)[nH]c(C(=O)OCC(=O)Nc2ccc(OCC)cc2)c1C,9%,-23%,-6,11
Cc1ccc(-n2c(O)c(C=NC3CCS(=O)(=O)C3)c3ccccc3c2=O)cc1C (stereo not given),-2%,-4%,5,-16
CC(C)c1ccc(/C=C/C(=O)Nc2nncs2)cc1,-2%,/,/,37
O=[N+]([O-])c1ccc(N2CCN(S(=O)(=O)c3ccccc3[N+](=O)[O-])CC2)cc1N1CCc2ccccc2C1,1%,/,6,?
Cc1ccc(-c2nnc(SCC(=O)NNC(=O)COc3ccccc3C)n2C)cc1,-3%,/,/,52
CC(C)OCCCNC(=O)c1ccc(Br)cc1,5%,-4%,-3,60
Cc1cccc(N2CCN(C(=O)c3ccc(Cl)c(S(=O)(=O)N4CCc5ccccc5C4)c3)CC2)c1C,-1%,/,/,19
CC(c1ccccc1)C1CC(=O)N(Cc2ccco2)C1=O (stereo not given),-3%,?,18,?
C=C(C)COc1ccc(-c2n[nH]c(C)c2Oc2ccccc2OC)c(O)c1,?,29%,3,-7
CCCC1=NN(c2ccc([N+](=O)[O-])cc2)C(=O)/C1=C/N(C)C,-5%,/,/,?
COc1ccc(N2CCN(C(=O)CSc3nnc4c(C)cc5ccc(C)c(C)c5n34)CC2)cc1,-1%,-8%,2,-14
CNC(=O)CSCCn1c(SCC(=O)NC)nc2ccccc2c1=O,-2%,1%,3,9
NC[C@@H]1O[C@@H](O[C@H]2[C@H](O)[C@H](O[C@@H]3O[C@H](CO)[C@@H](O)[C@H](N)[C@@H]3O)[C@@H](N)C[C@H]2N)[C@H](N)C[C@@H]1O,0%[25.6 µM],29%[25.6 µM],-4[20.6 µM],/

Next records follow.
canonical_smiles,ALOX12 inhib,15-hLO-2 inh,IMPase inh,PNC assembly inh
S=C(NCc1ccccn1)Nc1cccc(Cl)c1,-2%,-9%,1,112
O=C1Cc2cccc3cccc1c23,3%,5%,2,-25
Cc1cc(-n2c(C)cc(C(=O)CSc3ccc4c(c3)OCCO4)c2C)no1,-4%,-9%,5,24
O=C(Nc1ccccc1)N(Cc1cccnc1)Cc1ccco1,-2%,0%,-4,-11
CCCc1cc(C(=O)Nc2c(C)n(C)n(-c3ccccc3)c2=O)no1,-4%,10%,9,25
CCOC(=O)c1ccc(CNC(=O)CSc2nnc(-c3ccncc3)o2)cc1,-1%,/,/,8
CCOC(=O)C(O)(C1C(=O)CC(C)(C)CC1=O)C(F)(F)F (stereo not given),-5%,-9%,1,-5
Cc1ccccc1-c1nnn(CC(=O)NCc2ccc3c(c2)OCO3)n1,-12%,-9%,0,-7
O=S1(=O)CC(O)C(Nc2ccccc2Cl)C1 (stereo not given),2%,5%,22,-12
Cc1nnc(SCC(=O)N2CCN(Cc3ccccc3)CC2)s1,2%,7%,1,13
COC(=O)C1C(=O)C2=C(CC1C)NC(C)=C(C(=O)OC(C)C)C2c1ccc(C)o1 (stereo not given),-3%,-5%,-4,?
CC(C)(C)C1CCC2(CC1)CCN(CCCN1CCOCC1)CC2,5%[11.4 µM],30%[11.4 µM],/,/
Cc1c(C(=O)Nc2ccc(C(=O)O)cc2)cnn1C,3%,9%,1,-6
CC(=O)Nc1c(C(=O)c2ccc(F)cc2)oc2ccccc12,-4%,4%,-11,12
COc1ccc(Oc2ncc3nc(-c4cc(F)cc(F)c4)c(=O)n(C)c3n2)cc1,-1%,5%,/,/
Cc1ccc(NC(=O)CN(C)S(=O)(=O)c2cnc[nH]2)cc1C,0%,-8%,-20,42
CCN1CCC[C@@H]1CNC(=O)c1c(O)c(Cl)cc(Cl)c1OC,-4%,12%,1,/
Cc1ccc(N2C(=O)C3C4C=CC(C4)C3C2=O)cc1 (stereo not given),5%,2%,-3,38
Nc1nc(SCC(=O)NCc2ccccc2)[nH]c(=O)c1NC(=O)c1ccccc1F,-1%,/,/,73
Cc1ccc(S(=O)(=O)N(CC(=O)O)Cc2ccccc2)cc1,-2%,-10%,4,-5
O=C(c1csc2c1CCCC2)N1CCCCC1,-1%,-2%,5,12
